Htt clearance: mutant huntingtin protein clearance; HeLa Exon1htt(103Q)mCFP, aggregate imaging; zero = plate's median compound well; inhibition, % at 1.5 µM; hit rate 0.42% among 47,000; AID 853;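 active = inhibition of aggregate fluorescence above about 70%, also judged a hit by eye on the cell image, limit read from the data, passing the limit was not always enough; inconclusive = no rule stated for this call; inactive = not judged a hit on image review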;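 also: cells exposed to compound for three days before fixation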
Htt clearance grain fraction: also measured in Htt clearance; calls as there; fraction fluorescence in grains; measured here: aggregate grain fluorescence fraction; active compounds read low;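 scaled fraction of total cell fluorescence in grains with unit not stated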
Active calls of the source: *; ? = inconclusive; / = no result given. Not all compounds are listed; rates above refer to the full screens.

SMILES	Htt clearance	Htt clearance grain fraction
CCC(C(=O)O)n1nnc(-c2ccc(-c3ccc(OC)cc3)cc2)n1 (stereo not given)	9.9	33.1
COc1ccc(OC)c(C2C(C(=O)c3cccs3)=C(O)C(=O)N2c2cc(C)on2)c1 (stereo not given)	43.7	10.9
CC1=C(C#N)C(NC(=O)c2ccc(C)cc2)(C(F)(F)F)C(=O)N1 (stereo not given)	-15.9	35.6
Cc1ccccc1Cn1ccc(NC(=O)c2cc3nc(-c4ccco4)cc(C(F)(F)F)n3n2)n1	-77.6	54.6
CC(C)CC(c1nnnn1C1CCCCC1)N1CCN(c2ncccn2)CC1 (stereo not given)	38.9	21.4
Cc1cccc(OCC(=O)Nc2cccc(O)c2)c1	-16.9	21.8
FC(F)(F)c1cccc(-n2cccc2/C=N/n2cnnc2)c1	-18.8	46.8
COc1ccc(N2CCN(C(=O)CSc3nnc(CNc4ccccc4)o3)CC2)cc1	22.5	14.8
CC(C)(C)C(=O)Nc1nnc(Cc2ccccc2)s1	-26.8	22.3
CCOC(=O)c1cnc2c(-c3ccc(Cl)cc3)c(C)nn2c1N	-142.6	47
COc1ccc(C2C(C(=O)O)CC(=O)N2c2ccc(OC)cc2)cc1 (stereo not given)	33.0	21.9
CNC(=O)c1nnn(Cc2ccccc2)c1NC(C)=O	-16.9	21.6
O=C(CN1CCN(C(c2ccccc2)c2ccccc2)CC1)N1CCOCC1	0.4	36.6
CCOC(=O)c1[nH]c2ccc(OC)cc2c1NC(=O)CN1CCSCC1	-7.6	22
COc1ccc2c(c1)OCC1=C2CCC2(C)C(=O)CC=C12 (stereo not given)	-62.4	27.4
CN1CC=C2C(C#N)=C(N)C(C#N)(C#N)C(Cc3ccccc3)C2C1 (stereo not given)	-129.1	37.7
OC1CCCN(Cc2ccc3c(c2)Cc2ccccc2-3)C1 (stereo not given)	29.7	25.2
CCOc1ccc(S(=O)(=O)N2CCCCC2)c2ccccc12	-34.2	54.1
COC(=O)CS(=O)(=O)c1nnc([C@H](Cc2ccccc2)NC(=O)OC(C)(C)C)o1	-66.6	32.6
O=C(CN1C(=O)NC2(CCOc3ccccc32)C1=O)Nc1ccc2c(c1)OCCO2 (stereo not given)	66.8	9.95
CCOc1cccc(C(=O)Nc2nc(-c3ccc(S(=O)(=O)N4CCOCC4)cc3)cs2)c1	10.7	16.8
O=C1c2ccccc2C(=O)N1C/C=C/c1ccccc1	47.1	10.8
Cc1c(-c2ccccc2)[n+](=O)c(-c2ccco2)c(C)n1[O-]	10.9	15.3
O=C(CC(Nc1ccccc1Cl)C(=O)OCC(=O)c1cccs1)c1ccccc1 (stereo not given)	44.5	11.5
NC1=NC2(CCN(Cc3ccccc3)CC2)n2c(nc3ccccc32)N1	28.9	25.7
Nn1c(Cc2ccccc2F)nnc1SCC(=O)N1CC(=O)Nc2ccccc21	-28.6	24.4
CCOC(=O)C1=C(O)CSC1=Nc1ccccc1	-44.6	55.1
CCCCCCC(=O)Nc1c2c(nc3ccccc13)N(C)CC2	18.7	25
Cc1cc(-n2nnc3ccccc32)nc2ccccc12	-17.0	20.1
CC(OC(=O)CCCc1nc2ccccc2s1)C(N)=O (stereo not given)	-13.1	22.2
C=CCn1c(=O)c2c(C)c(C)sc2n2c(Nc3ccc(OC)cc3)nnc12	-52.7	28.3
CCOc1cc(/C=N/O)cc(Br)c1OC	22.3	14.9
O=C(NC(NC(=S)Nc1ccc(Cl)c(Cl)c1)C(Cl)(Cl)Cl)c1ccco1 (stereo not given)	12.6	32.9
CN(C)CC(C)(C)NS(=O)(=O)c1ccc(Cl)cc1	27.7	12.6
CCCCCCn1c(SCCCC)nc2c1c(=O)[nH]c(=O)n2C	47.8	24.1
Cc1ccc(-c2oc3ncnc(N)c3c2-c2ccc(C)cc2)cc1	20.9	13.4
CC1=CCP(=O)(c2ccccc2)C1 (stereo not given)	-16.2	39.4
C=CCNc1nc(-c2ccc(Cl)cc2)cs1	-15.5	46.4
O=C(C(Cc1ccccc1)n1cccc1)N1CCCCC1 (stereo not given)	55.6	22.1
Cc1cc(S(=O)(=O)Nc2ccccc2C(=O)O)ccc1Cl	-107.3	41.8
Cc1ccc(NS(=O)(=O)c2ccc3c(c2)oc(=O)n3C)cc1F	-23.1	41.3
CS(=O)(=O)N(CC(=O)N1CCCCCC1)c1ccc2c(c1)OCCO2	-10.8	18.6
Cc1oc(-c2cccs2)[n+]([O-])c1C	33.4	13.9
COc1ccc(C(=O)NCCC(C)C)cc1S(=O)(=O)N1CCOCC1	25.0	16.1
COc1cc(C2c3c(-c4ccccc4)n[nH]c3C(=O)N2c2ccc(C(=O)O)cc2)ccc1O (stereo not given)	-15.4	52.1
CCc1cc(C(=O)OC)c(NC(=O)CC2NCCNC2=O)s1 (stereo not given)	-66.4	31.9
COc1cccc(N(CC(=O)NC(C)c2ccccc2)S(C)(=O)=O)c1 (stereo not given)	-35.0	49.6
O=C(OCn1nnc2ccccc2c1=O)C1COc2ccccc2O1 (stereo not given)	13.7	30.7
O=C(/C=C/c1ccc(Br)o1)OCc1ccccc1	-8.4	30.2
CC(C)C1N=C(c2ccc3c(c2)OCO3)CC(c2ccccc2O)N1 (stereo not given)	-7.8	22.7

Remaining list, next part.
SMILES	Htt clearance	Htt clearance grain fraction
CCC(=O)Nc1ccc(-c2nn3c(C)nnc3s2)cc1	-42.2	24
CC(=O)Nc1ccc(S(=O)(=O)Nc2cccc(N(C)S(C)(=O)=O)c2)cc1	-33.3	22.3
COc1ccc2c(C)cc(N3CCN(c4ccc(F)cc4)CC3)nc2c1	40.7	11.7
O=C1NC(c2ccccc2)C(C(=O)c2cccs2)=C1O (stereo not given)	-33.9	44.9
Cc1cc(C)c2[nH]c(=O)c(CN(C(=O)C3CCCO3)C3CCCC3)cc2c1 (stereo not given)	54.6	9.94
CCOc1cc(CNCC2CCCO2)cc(Br)c1OCC(N)=O (stereo not given)	-83.7	70.5
CCCN(CCO)CCCc1ccccc1	33.0	13.3
O=C(CSc1ccc2nnc(-c3ccccn3)n2n1)Nc1ccc2c(c1)OCCO2	-11.1	37.3
CCC(=O)Nc1ccc(S(=O)(=O)Nc2cccc(C)c2)cc1OC	32.8	11.8
Cc1cccc(NC(=O)c2ccccc2NC(=O)Cc2ccccc2)c1C	-16.4	38.9
COC(=O)c1c(NC(=O)Cc2cccs2)sc(C(=O)NC2CCCCC2)c1C	-12.5	21.1
O=c1c([N+](=O)[O-])c(N2CCCCC2)c2ccccc2n1-c1ccccc1	-96.4	31.5
COC(=O)CSc1nnc(-c2ccoc2C)n1-c1ccc(C)cc1	-27.4	43.9
O=C(CSc1nc2ccccc2[nH]1)c1ccc2c(c1)OCO2	-42.8	26.3
CC(Sc1nc(NCc2ccccc2)nc(N2CCOCC2)n1)C(=O)Nc1ccccc1 (stereo not given)	-30.7	23.8
CC1(C)C(C=C(Cl)Cl)C1C(=O)N1CCN(c2ccccc2)CC1 (stereo not given)	32.3	10.9
COc1cc2cc(C(c3nnnn3C(C)(C)C)N3CCc4ccccc43)c(=O)[nH]c2cc1OC (stereo not given)	5.7	37.8
C=CCOC(=O)C1=C(C)NC(SCC(=O)OCC)=C(C#N)C1c1ccc(C)cc1 (stereo not given)	?	/
CCCc1nnc(NC(=O)CCC(=O)N2CCN(CCOc3ccc(C)cc3)CC2)s1	-25.1	24.5
Cc1cc(C(=O)COC(=O)C2=NNC(=O)CC2)c(C)n1-c1ccc(OC(F)F)cc1	-17.4	20.9
CCOc1ccc(CN2C(=O)c3ccccc3C2C(=O)NCc2cccnc2)cc1 (stereo not given)	-58.3	25.6
O=C1Nc2ccccc2C(O)(C(=O)NCc2ccco2)N1c1ccc(Cl)c(Cl)c1 (stereo not given)	-19.0	44.1
CCCc1c(C)c2ccccc2[nH]c1=O	-0.2	16.6
COc1ccc(-c2noc(CCC(=O)Nc3cccnc3)n2)cc1OC	9.5	30.1
COc1ccc(C(=O)Nn2c(C)ccc2C)cc1OC	-36.0	27.4
Cc1ccc(-n2ncc3c(=O)n(CC#N)cnc32)cc1	-0.7	22.2
Cc1ccc(-n2nnnc2SCC(=O)Nc2c(C)n(C)n(-c3ccccc3)c2=O)cc1	64.7	6.88
COc1ccc(C2C3=C(CCCC3=O)Nc3nc(SCc4ccc(C(=O)O)cc4)nn32)cc1OC (stereo not given)	58.7	14.8
Cc1cc(NC(=O)CCC(=O)N(Cc2ccco2)C(C(=O)NC2CCCC2)c2ccccc2C)no1 (stereo not given)	43.5	9.37
COC(=O)C1C(c2ccc(OC)c(OC)c2)NC(c2ccc(OC)c(OC)c2)C(C(=O)OC)S1(=O)=O (stereo not given)	55.9	8.29
CCNc1oc(-c2cccc3ccccc23)nc1C#N	-39.4	23.3
Cc1cc(C)n2cc(CSc3nnnn3C)nc2n1	-4.8	48.5
CC(=O)NCc1ccc2[nH]c(C)cc2c1	-134.8	114
O=C(NCc1cccs1)c1ccccc1C(=O)NCc1cccs1	65.4	6.06
CSc1nc(-c2ccco2)nn1C(=O)c1ccccc1	-59.8	60.2
CCN(CC)S(=O)(=O)c1cc(Br)c(C)cc1OC	-86.9	33.2
CCOc1ccc2nc(SCc3ccc(C(=O)OC)o3)[nH]c2c1	7.3	32.1
Fc1cnc(N2CCOCC2)nc1NCc1ccccc1	35.6	12.4
O=C(Nc1cccc(F)c1)C1C2C=CC3(CN(CCCN4CCOCC4)C(=O)C13)O2 (stereo not given)	-117.4	67.2
Cc1ccc(S(=O)(=O)NC2=NCN(Cc3ccccc3)CN2)cc1	19.7	28.1

One compound at a time, from the list above:
Cc1cc(C)n2cc(CSc3nnnn3C)nc2n1 across the screens: Htt clearance: -4.8; Htt clearance grain fraction: 48.5
CC(=O)NCc1ccc2[nH]c(C)cc2c1 across the screens: Htt clearance: -134.8; Htt clearance grain fraction: 114
CCOc1ccc2nc(SCc3ccc(C(=O)OC)o3)[nH]c2c1 across the screens: Htt clearance: 7.3; Htt clearance grain fraction: 32.1

Next part:
SMILES	Htt clearance	Htt clearance grain fraction
COC(=O)c1sccc1NC(=O)c1cc2c(s1)CCCC2	-15.0	23
CCOc1ccc(-c2nnc(-c3ccco3)o2)cc1	38.3	20.5
O=C(CSc1nnc(-c2cccnc2)o1)c1cc2ccccc2oc1=O	18.8	13.6
COc1cc(NC(=O)C2CCCN(S(=O)(=O)c3cnc[nH]3)C2)cc(OC)c1 (stereo not given)	20.0	36.1
CNC(=O)Cn1c(=O)n(C)c2ccccc21	20.6	16.8
OCCN1CCN(CC(O)COc2ccc3ccccc3c2)CC1 (stereo not given)	-69.1	34.8
CC(C)CCNC(=O)C1CCN(S(=O)(=O)c2ccc3c(c2)CCC(=O)N3)CC1	-6.9	53.1
Fc1ccc(NC(=S)NCCc2ccccc2)c(F)c1F	17.9	27.5
CC(C)NC(=O)Cn1c(SCC(=O)N2c3ccccc3CC2C)nc2ccccc21 (stereo not given)	-27.0	46.7
CCN1C(=O)NC(c2cc(Br)ccc2OC)C(C(=O)OC)=C1C (stereo not given)	6.8	18.2

Reprinted at random: 3 compounds from above.
SMILES	Htt clearance	Htt clearance grain fraction
CCOc1ccc(-c2nnc(-c3ccco3)o2)cc1	38.3	20.5
O=C(CSc1nnc(-c2cccnc2)o1)c1cc2ccccc2oc1=O	18.8	13.6
CC(C)CCNC(=O)C1CCN(S(=O)(=O)c2ccc3c(c2)CCC(=O)N3)CC1	-6.9	53.1

Later entries
SMILES	Htt clearance	Htt clearance grain fraction
COc1cc2c(cc1NC(=O)Nc1ccccc1)oc1ccccc12	-10.6	33.3
COc1ccc(-n2c(SCC(=O)NNC(=O)c3ccccc3C)nnc2-c2ccncc2)cc1	13.0	26.2
C=CCOc1ccc(CNc2nccs2)cc1OC	34.6	12
Cc1cc2ncn(/N=C/c3ccc(-c4ccccc4)o3)c2cc1C	61.9	14.3
CCC1C2CN(C(C)=O)CC=C2C(C#N)=C(N)C1(C#N)C#N (stereo not given)	?	/
CCN1CCCC1CNC1=NCCCCC1 (stereo not given)	-0.3	40.6
COc1cc2nc(-c3cccs3)oc(=O)c2cc1OC	22.2	16.6
COc1ccc(C2CC(c3ccc(F)cc3)Nc3nc(N)nn32)cc1OC (stereo not given)	1.6	35.2
O=C(Nc1cnn(C23CC4CC(CC(C4)C2)C3)c1)c1cnn2cccnc12	5.3	18.8
O=C(Nn1cnc2ccccc2c1=O)c1ccccc1Cl	-5.0	35.5
Cc1ccc(C)c(NC(=O)CSc2nnc(-c3ccccc3C)o2)c1	43.8	20.4
Cc1cccc(NC(=O)CSc2nnc(CSc3nc(C)cc(C)n3)o2)c1	17.9	33.1
O=C(NCc1ccco1)C(NS(=O)(=O)c1cccc2nsnc12)c1ccccc1 (stereo not given)	-0.5	42.6
CCN(CC)c1ccc(C2Nc3cccc4cccc(c34)N2)c(O)c1	16.6	28.9
CCCN1C2CCCC1CC(NC(=O)Nc1cccc(C(C)=O)c1)C2 (stereo not given)	37.6	11.6
CC(C)c1nc2cc3ccccc3cc2[nH]1	6.2	35.7
CCC(Sc1nc2ccccc2c2nc3ccccc3n12)C(=O)NCc1ccco1 (stereo not given)	18.4	13.1
N#CC(C(=O)Nc1ccccc1)=C1Nc2ccccc2N1	-16.7	27.6
CC(C)(C)n1nnnc1C(c1ccccc1F)N(Cc1ccco1)CC1CCCO1 (stereo not given)	43.7	23.8
O=C(c1ccccc1)c1coc2ccc(O)c(Cl)c12	-37.4	46
C=CCc1cccc2cc(NC(C)=O)c(=O)oc12	-219.4	57
COc1cc(CCNC(=O)c2cnn3ccccc23)cc(OC)c1OC	11.3	32.8
O=S1(=O)CCN2C(=N1)SC1=C2CCN(Cc2ccccc2)C1	63.6	7.82
N#CC12CCCCC1CC1CCCCC1(C#N)N2Cc1ccccn1 (stereo not given)	28.3	26.4
CCOC(=O)c1ccccc1NC1c2ccccc2C(=O)N1C1CCN(C(=O)OCC)CC1 (stereo not given)	-50.9	46.6
COc1ccc(OC)c(C2=NOC(C(=O)Nc3cccnc3)C2)c1 (stereo not given)	-46.0	29.4

Screens (PubChem)
